M4 PAM = positive allosteric modulators of human muscarinic M4 receptor; P08173; CHO-K1 hM4/Gqi5, Fluo-8 calcium fluorescence, ACh EC20; 0% = ACh EC20, 100% = maximal ACh; activation, % at 3 µM; 0.4% of 360,000 active;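 active means activation above its plate's cutoff, the mean activation of sample wells plus 3 SD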; further: some results filed as inactive read as strong as hits
Target sequence (P08173 whole entry, looked up): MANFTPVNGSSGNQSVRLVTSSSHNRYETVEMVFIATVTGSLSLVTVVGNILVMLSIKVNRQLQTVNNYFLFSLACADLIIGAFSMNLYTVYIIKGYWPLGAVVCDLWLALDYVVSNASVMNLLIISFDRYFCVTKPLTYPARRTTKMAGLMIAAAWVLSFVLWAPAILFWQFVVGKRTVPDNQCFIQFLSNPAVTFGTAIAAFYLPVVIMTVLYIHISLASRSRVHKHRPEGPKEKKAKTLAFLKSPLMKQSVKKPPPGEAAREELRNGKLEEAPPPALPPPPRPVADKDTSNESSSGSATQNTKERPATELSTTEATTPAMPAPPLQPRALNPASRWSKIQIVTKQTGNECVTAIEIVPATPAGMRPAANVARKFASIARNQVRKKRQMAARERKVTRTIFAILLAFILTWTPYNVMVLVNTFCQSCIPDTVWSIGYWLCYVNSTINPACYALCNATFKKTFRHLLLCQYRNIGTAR
CRFBP-R2 agonist = CRF-BP/CRF-R2 complex agonism | HEK293 CRF-R2/CRF-BP, calcium dye fluorescence (FLIPR); percent of saturating CRF peptide response | AID 588473 | 0.46% of 350,000 active | activation, % at 13.2 µM;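 active means activation of at least 50%, plus an integration ratio under a set limit after plate pattern correction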;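 further: plate controls were neutral control wells without compound for no effect and CRF at EC100 for full effect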
CHRM5 agonist = agonists of human muscarinic M5 receptor (CHRM5); CHO-K1 hM5 cells, Fluo-8 calcium fluorescence; 0% DMSO wells, 100% maximal acetylcholine response; AID 624037; P08912; activation, % at 3 µM; 0.19% of 360,000 active;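 active means activation above the run's mean over test compounds plus 3 SD, cut at about 23% in these data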;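 further: signal is peak over basal fluorescence ratio across the kinetic read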
Target sequence (P08912 whole entry, looked up): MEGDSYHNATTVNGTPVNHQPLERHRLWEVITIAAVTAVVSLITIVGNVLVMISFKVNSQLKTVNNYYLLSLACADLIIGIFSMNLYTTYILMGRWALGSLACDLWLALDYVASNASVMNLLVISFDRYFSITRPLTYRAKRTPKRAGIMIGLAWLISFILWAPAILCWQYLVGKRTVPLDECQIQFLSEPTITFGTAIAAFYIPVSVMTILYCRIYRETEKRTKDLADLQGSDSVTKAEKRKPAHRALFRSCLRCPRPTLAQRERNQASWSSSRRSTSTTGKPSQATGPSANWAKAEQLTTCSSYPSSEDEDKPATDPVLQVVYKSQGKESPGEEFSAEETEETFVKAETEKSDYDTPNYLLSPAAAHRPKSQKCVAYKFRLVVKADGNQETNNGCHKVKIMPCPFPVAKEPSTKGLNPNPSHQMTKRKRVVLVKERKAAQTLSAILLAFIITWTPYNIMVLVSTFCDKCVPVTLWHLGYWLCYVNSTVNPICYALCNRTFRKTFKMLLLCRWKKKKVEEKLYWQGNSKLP
TAAR1 ag = human TAAR1 agonism; CHO RD-HGA16 TAAR1, Fluo-8 calcium fluorescence; vehicle wells 0%, saturating PEA agonist 100%; activation, % at 3 µM; 0.99% of 360,000 active; AID 624467;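 active means activation above the mean activation of all test compounds in the run plus 3 SD, cut at about 38% in these data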
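System: CHO-derived RD-HGA16 cells with stable Gα16 and human TAAR1 / Times: 17-24 h plating, Fluo-8 75 min 37 °C, 30 min RT / Technique: calcium-sensitive Fluo-8 signal, excitation 470-495, emission 515-575 nm / Measure: % activation relative to PEA EC100 response / Benchmarks: DMSO and PEA EC100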
TAAR1 antagonist = antagonists of human TAAR1; Q96RJ0; CHO RD-HGA16 TAAR1, Fluo-8 calcium fluorescence, antagonist; inhibition, % at 3 µM; 1.5% of 360,000 active; AID 624466;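 active means inhibition above a per-plate cutoff, the mean inhibition of test compounds on that plate plus 3 SD, cut at about 49% in these data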;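 further: 0% = DMSO plus EC80 beta-PEA response and 100% = DMSO alone without agonist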
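Test system: hTAAR1-expressing CHO RD-HGA16 cells, Gα16-coupled; Probe or stimulus: EC80 β-phenethylamine stimulus; Compound dosing: single nominal final test compound concentration of 3 µM; Timing: 140 s kinetic read after compound, 140 s after agonist; Signal: Fluo-8 calcium-sensitive fluorescence; Measure: % inhibition of agonist calcium response; Controls: DMSO and EC80 PEA controls.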
CHRM5 PAM = CHRM5 positive allosteric modulation; CHO-K1 hM5, Fluo-8 calcium, ACh EC20 PAM; 0% = ACh EC20, 100% = ACh EC100; activation, % at 3 µM; 0.3% of 360,000 active;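 active means activation above the run cutoff, the mean activation of all test compounds plus 3 SD, cut at about 18% in these data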
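Test system: CHO-K1 hM5 cells / Doses: single-point, 3 µM nominal / Times: Post-acetylcholine fluorescence recording 140 s / Technique: Fluo-8 calcium fluorescence / Measure: Max/basal fluorescence ratio as % of EC20–EC100 ACh window / Benchmarks: low control EC20 acetylcholine (0%), high control EC100 acetylcholine (100%) / Replicates: one well per compound, no replicates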
M5 antag = antagonists of human muscarinic M5 receptor (CHRM5) | CHO-hM5 cells, Fluo-8 calcium fluorescence, ACh EC80 | inhibition, % at 3 µM | 0.59% of 360,000 active | AID 624040;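 active means inhibition above a per-plate cutoff, the mean of that plate's test compounds plus 3 SD, cut at about 27% in these data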;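 further: 0% = acetylcholine EC80 with DMSO and 100% = DMSO without agonist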
CHO-K1 Ca PAM = nonselective activator or artifact in parental CHO-K1 calcium assay. ATP EC20, Fluo-8 calcium fluorescence; 0% at ATP EC20, 100% at ATP max. activation, % at 3 µM. 0.02% of 360,000 active;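 active means activation above the run cutoff, the mean activation of all test compounds plus 3 SD, cut at about 40% in these data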;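 further: peak over basal fluorescence ratio in a 140 s read after ATP addition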
CRFBP-R2 block = blocks CRF-induced signaling of the CRF-BP/CRF-R2 complex. HEK293 CRF-R2/CRF-BP, CRF-induced calcium fluorescence. inhibition, % at 11.8 µM. 0.59% of 350,000 active. AID 588475;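 active means inhibition of the ligand-induced calcium signal above about 50% at the single tested concentration, limit read from the data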
* hit, by the source's call; · = no result given. Compounds were not picked by outcome; 4.2% or so of the library scored in one or more.

SMILES	M4 PAM	CRFBP-R2 agonist	CHRM5 agonist	TAAR1 ag	TAAR1 antagonist	CHRM5 PAM	M5 antag	CHO-K1 Ca PAM	CRFBP-R2 block
Cc1cc(C)c(NC(=O)CS(=O)CC(=O)Nc2ccc(F)cc2F)c(C)c1 (stereo not drawn)	7.4	-1.3	3.3	-0.5	-2.3	2.9	8.8	5.2	1.0
COc1ccc(NC(=S)N2CCC(NC(=O)C3CCCCC3)CC2)cc1	-2.4	-0.3	-2.1	-1.1	-14.1	-3.5	3.0	-9.9	0.6
O=S(=O)(Nc1ccc(F)cc1)c1ccc(S(=O)(=O)N2CCOCC2)cc1	-2.7	15.5	27.0*	60.7*	38.4	-4.8	0.3	-3.6	-9.0
OCCC1CN(Cc2cc3c(cc2Cl)OCO3)CCN1C1CCCC1 (stereo not drawn)	-46.8	-1.0	-17.5	-1.5	3.8	-7.5	-8.8	0.3	0.2
COc1cccc(NC(=O)CN(C)C(=O)c2ccc(Cl)c(S(=O)(=O)N3CCCCCC3)c2)c1	10.6	0.5	0.4	3.5	14.2	-1.4	1.5	-22.0	2.6
Cc1ccc(S(=O)(=O)NC(=O)Nc2cccc(S(=O)(=O)N(C)C)c2)cc1	4.3	1.6	0.7	1.1	-1.8	2.7	-2.7	-18.2	0.5
CCOC(=O)c1cnc2ccc(OCC)cc2c1N1CCN(c2ccccc2OC)CC1	-11.2	1.3	-4.2	·	·	-22.6	17.0	12.1	-26.4
COc1ccc(NC(=O)CN(C)C(=O)CSCc2c(C)noc2C)cc1	-0.2	-1.6	2.4	0.5	-0.8	0.2	3.4	-7.0	-6.4
COCCN(C(=O)CNC(=O)c1ccco1)C(C(=O)NC1CCCCC1)c1cccs1 (stereo not drawn)	-2.4	-1.9	-3.1	2.2	-10.6	-8.2	5.3	-6.5	-1.7
CCN(CC)S(=O)(=O)c1ccc(N2CCN(C)CC2)c(NC(=O)c2cc(=O)c3ccccc3o2)c1	-1.1	-0.2	-0.6	-1.6	2.9	0.2	-0.2	-18.8	-1.6
CC(C)(C)OC(=O)NCCCCCc1nnc(SCc2ccccc2)o1	-15.7	0.5	-2.0	-0.9	9.1	-3.6	0.8	10.0	-1.5
CC1(C)ON=C(c2cccc(F)c2)NC1=O	2.1	·	-3.3	-0.9	-9.0	-3.7	-1.8	13.4	·
CCOC(=O)c1nc(Nc2ccc(OC)cc2)c2ccccc2n1	-3.8	1.3	-2.0	·	·	-6.4	-0.5	9.9	-7.2
Cc1cc(OC(=O)c2cc(Br)ccc2Cl)c([N+](=O)[O-])c(=O)[nH]1	-6.6	1.9	-1.1	2.5	-9.2	-9.4	4.1	-8.2	-1.6
CCOC(=O)N1CCN(S(=O)(=O)c2ccc(F)c(C(=O)Nc3ccc(C)c(Cl)c3)c2)CC1	-6.5	4.4	0.9	2.6	-6.9	1.8	-0.1	0.6	8.8
CCN(CC)CCCNC(=O)Cc1c(C(=O)O)n(C)c2ccccc12	0.6	1.5	-6.4	1.1	6.3	0.0	8.5	17.5	10.0
CCn1c(=NC(=O)c2ccc(N3C(=O)CCC3=O)cc2)sc2c(OC)ccc(OC)c21	-3.9	-3.3	-1.6	0.3	46.6	-9.5	5.7	-9.8	-22.0
COc1ccc(NC(=O)C2CCN(S(=O)(=O)c3ccc4c(c3)CC(C)N4C(C)=O)CC2)cc1OC (stereo not drawn)	1.3	-0.8	-2.9	0.7	0.1	-2.5	11.7	10.2	2.8
COC(=O)Nc1ccc(S(=O)(=O)N2CCC(C(=O)N3CCCCC3C)CC2)cc1 (stereo not drawn)	-5.2	0.3	-0.3	2.3	-2.5	-3.4	-8.6	26.3	22.8
C[n+]1ccccc1/C=C1\Sc2ccccc2N1CCO	-5.6	7.5	-19.3	3.1	-17.3	-4.7	9.6	12.2	8.8
CSc1ccccc1OCc1cc(C(=O)N(C)Cc2nonc2C)no1	-0.4	-3.1	-4.1	-1.9	2.6	-5.3	-0.5	5.3	19.8
CC(=O)OCC1OC(OC(C)=O)C(NC(=O)Cc2ccccc2)C(OC(C)=O)C1OC(C)=O (stereo not drawn)	0.2	-0.6	-1.7	4.2	10.1	-2.3	4.6	20.1	-26.9
Cc1cc(=O)n2nc(N3CCCC3C(=O)NCCCN3CC(C)CC(C)C3)sc2n1 (stereo not drawn)	3.7	17.0	-1.3	16.9	6.5	2.4	-8.3	17.2	-16.1
Cc1ccc(-c2ccc(OCC(=O)N3CCOCC3)cc2)cc1	-1.3	-1.9	-3.3	4.8	1.8	4.8	13.2	16.3	-9.2
O=C(Nc1ccc(S(=O)(=O)Nc2nccs2)cc1)c1cccc(F)c1	5.1	0.2	-2.0	-1.1	-12.7	5.0	3.5	10.3	2.9
SMILES	M4 PAM	CRFBP-R2 agonist	CHRM5 agonist	TAAR1 ag	TAAR1 antagonist	CHRM5 PAM	M5 antag	CHO-K1 Ca PAM	CRFBP-R2 block
O=C(OCc1nc2ccsc2c(=O)[nH]1)c1cc(Br)c(Br)s1	1.5	-0.8	0.8	1.3	3.9	-0.9	0.1	-8.7	25.0
Cc1ccc(C2/C(=C(\O)c3ccc4c(c3)OCCO4)C(=O)C(=O)N2CC2CCCO2)cc1 (stereo not drawn)	10.9	-0.6	-2.3	0.6	-39.7	12.1	-5.8	-22.7	1.5
c1cnc2nc(CSc3ncn[nH]3)cn2c1	-1.9	1.5	1.3	8.7	5.2	1.1	1.4	19.7	-2.6
COc1ccc(/C=N/NC(=O)c2ccn[nH]2)cc1COc1ccc(Cl)cc1Cl	5.2	2.9	-1.1	2.1	-7.3	-1.2	11.3	8.5	-37.4
COC(=O)c1ccc(OCCCCN2CC(C)OC(C)C2)cc1 (stereo not drawn)	-19.2	-0.1	-8.4	3.9	-30.8	-4.7	9.1	1.5	-4.7
COCC(=O)n1nc(NCc2ccc(OC)cc2)nc1NCc1ccc(OC)cc1	5.4	-1.0	-6.5	2.9	-8.1	4.0	-12.2	12.0	20.8
CC1CCCN(S(=O)(=O)c2ccc(NC(=O)CNC3CCCC3)cc2)C1 (stereo not drawn)	9.7	1.6	-2.8	11.2	1.8	10.6	2.3	21.6	-44.4
CCOC(=O)C1CCN(C(=O)CCc2nc3sc4c(c3c(=O)[nH]2)CCCC4)CC1	-3.0	0.6	-1.3	2.0	-6.3	-1.0	3.3	9.0	-2.0
O=C(CSc1nc(O)cc(=O)n1-c1ccccc1)NC1CCCCC1	4.7	-2.3	-2.4	4.3	-14.0	4.1	1.9	18.2	-2.0
CNC(=O)Nc1cc(C(C)(C)C)no1	1.1	-1.1	2.0	6.0	-20.4	7.0	-3.9	14.7	8.9
O=C(Cn1nc(Cl)nc1Cl)Nc1ccccc1	-1.2	-1.0	-1.6	3.1	17.9	2.4	-8.2	13.4	61.1*
CCCC(C)NS(=O)(=O)c1ccc(OC)c(C)c1 (stereo not drawn)	-1.0	-1.7	-1.2	4.5	0.2	-2.0	1.9	-4.4	-8.0
COc1cccc(C(C)NC(=O)c2c(F)cccc2Cl)c1 (stereo not drawn)	-0.9	-3.8	-6.0	10.3	16.3	3.1	-5.1	20.7	18.3
Cc1ccc(Nc2nc(Oc3ccc(OCc4ccccc4)nn3)nc(N3CCOCC3)n2)cc1	6.7	1.7	-2.6	3.3	-6.4	1.0	-5.3	22.4	7.8
FC(F)(F)c1cc(Cl)c2nc(-c3cccc(Cl)c3)c(Cc3cccc(Cl)c3)n2c1	-4.0	·	1.0	3.0	-7.7	-3.3	11.4	-0.5	·
Cc1ccc(NC2=C(Cl)C(=O)OC2OC(=O)c2ccccc2C)cc1 (stereo not drawn)	-12.7	-1.6	-4.5	5.2	14.6	-14.9	5.1	3.7	-21.9
OCCNc1nc(N2CCN(c3ccccc3)CC2)nc2ccccc12	-4.7	-2.3	0.0	5.3	-0.4	1.2	-1.6	13.7	4.2
O=C(NCCCCc1ccccc1)C1CC(c2ccc(C(F)(F)F)cc2)=NO1 (stereo not drawn)	-0.5	2.4	4.0	28.0	84.3*	-1.3	9.4	-2.9	-0.2
Cc1ccc(-n2c(C)c(C)c3c(NCCN(C)C)ncnc32)cc1	-4.5	-0.5	-4.2	8.9	-29.9	4.2	1.6	5.5	1.6
Cc1nc(-c2cccc(Br)c2)ccc1C(=O)O	1.9	-0.2	0.1	5.2	-14.0	-1.9	3.2	-8.8	-3.1
CC(=O)N(C(C)=O)c1ncc2c([nH]c3ccccc32)c1C#N	1.3	-1.6	3.0	8.2	12.1	2.3	-5.1	10.8	1.3
COc1ccc(C(=O)NC(=O)COC(=O)C2CC2C)cc1 (stereo not drawn)	5.5	-0.1	2.7	1.2	-4.4	-1.9	-1.3	10.6	-0.1
CCc1noc(C)c1C(=O)NNC(=O)c1nn(CC)c(=O)c2ccccc12	6.0	0.1	0.7	-0.2	-43.8	6.2	3.5	11.1	18.5
Cc1ccc2nnc(Cl)n2n1	6.0	1.1	-1.8	11.1	-11.0	-2.8	-3.3	17.2	-5.9
Cc1ccc(S(=O)(=O)N2CCCC2C(=O)O)s1 (stereo not drawn)	3.1	3.2	-0.3	8.1	1.4	-2.5	1.9	-0.9	18.6
SMILES	M4 PAM	CRFBP-R2 agonist	CHRM5 agonist	TAAR1 ag	TAAR1 antagonist	CHRM5 PAM	M5 antag	CHO-K1 Ca PAM	CRFBP-R2 block
CC(=O)N1N=C(c2ccccc2)OC12CCCC2	-5.9	-2.1	-3.1	16.8	-5.5	-11.6	16.2	0.5	-19.9
Cc1ccc(SCCN2CCC(NC(=O)OCc3ccccc3)CCC2=O)cc1 (stereo not drawn)	12.9	0.1	-7.0	6.2	-12.6	4.4	10.6	1.1	1.3
Cc1ccc(S(=O)(=O)N2CCOCC2)cc1C(=O)OCC(=O)Nc1ccc2[nH]c(=O)[nH]c2c1	11.8	1.3	-3.6	0.6	-0.9	3.7	-10.2	5.3	-3.9
C/C(=C\c1ccccc1)CN1CCC(C(=O)N2CCC(C)CC2)CC1	-5.7	-0.2	-6.5	3.3	9.4	-0.2	8.0	14.1	0.1
CN(Cc1cccc(F)c1)C(=O)c1cc(S(=O)(=O)N2CCOCC2)ccc1N1CCCC1	11.3	-1.9	-3.5	1.7	-7.8	-7.1	8.9	16.6	-0.1
COc1cc(/C=C2/SC(=S)N(c3ccccc3)C2=O)ccc1Oc1nc(N2CCOCC2)nc(N2CCOCC2)n1	6.4	0.7	0.5	7.6	-2.5	4.6	6.4	-3.1	15.3
O=C(CSc1ccccc1)NC1CCCCCC1	-4.8	-0.8	-5.7	1.2	-10.6	-0.4	6.4	6.7	1.8

Two neighbouring entries out of the list so far, quoted:
SMILES	M4 PAM	CRFBP-R2 agonist	CHRM5 agonist	TAAR1 ag	TAAR1 antagonist	CHRM5 PAM	M5 antag	CHO-K1 Ca PAM	CRFBP-R2 block
CC(=O)N1N=C(c2ccccc2)OC12CCCC2	-5.9	-2.1	-3.1	16.8	-5.5	-11.6	16.2	0.5	-19.9
Cc1ccc(SCCN2CCC(NC(=O)OCc3ccccc3)CCC2=O)cc1 (stereo not drawn)	12.9	0.1	-7.0	6.2	-12.6	4.4	10.6	1.1	1.3
